E coli growth = reduces bacterial viability in AddAB counter-screen | E. coli V3065 growth, OD600 absorbance, 18 h | inhibition, % at 11.9 µM | 330,000 tested, 0.27% active | AID 449728;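 active = inhibition above the campaign's mean inhibition across all tested compounds plus 3 SD, cut at about 9.9% in these data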;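 note: uninfected addAB+ strain grown without phage in ampicillin broth; 0% = DMSO wells and 100% = ciprofloxacin 0.95 µg/ml wells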
HTR5A inv ctr = inverse agonist of human HTR5A in OPRM1-OPRD1 counter-screen; 340,000 tested, 0.083% active; HTR5A cell line, luminescence, inverse agonism; inhibition, % at 9.3 µM; in the data active = inhibition mostly above about 23%, no sharp cut-off; inactive = mostly below about 18%;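 note: 0% = cells with DMSO and 100% = no-cell wells with DMSO; some compounds called inactive have numbers as strong as hits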
Target sequence (P47898 whole entry, looked up): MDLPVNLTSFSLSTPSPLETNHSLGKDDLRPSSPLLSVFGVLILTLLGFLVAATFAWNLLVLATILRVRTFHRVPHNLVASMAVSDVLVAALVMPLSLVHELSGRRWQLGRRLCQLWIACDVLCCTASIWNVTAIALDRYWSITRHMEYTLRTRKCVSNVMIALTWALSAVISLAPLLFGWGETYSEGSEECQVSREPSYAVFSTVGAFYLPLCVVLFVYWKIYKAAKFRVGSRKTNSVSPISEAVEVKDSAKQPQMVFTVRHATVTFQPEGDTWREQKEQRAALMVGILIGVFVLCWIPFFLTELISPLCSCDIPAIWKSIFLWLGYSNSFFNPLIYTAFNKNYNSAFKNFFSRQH
phage Ecoli inh = E. coli growth loss with phage present | AID 651602 | growth absorbance | inhibition, % at 11.9 µM | 360,000 tested, 0.26% active; in the data active = inhibition above about 11%
SUMO Mot1 rescue = blocks SUMOylation pathway, rescuing yeast Mot1-301 growth; S. cerevisiae Mot1-301 growth rescue, ATP luminescence, 38.5C; percent above DMSO median, 100 means doubled; growth rescue, % at 18.8 µM; 320,000 tested, 1% active;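 active = every valid replicate shows activation above 250% relative to neutral control wells; inactive = the rest, any valid replicate at or below 250%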;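 note: OY570 slx delta 5 strain wells were the positive control but not used for scaling; some compounds called inactive have numbers as strong as hits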
AddAB inh = less growth of phage-infected E. coli with AddAB | E. coli expressing H. pylori AddAB, absorbance growth | inhibition, % at 11.9 µM | 330,000 tested, 0.29% active; in the data active = inhibition above about 12%;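 note: 0% = vehicle wells of infected cells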
HTR5A ag ctr = activates human HTR5A in OPRM1-OPRD1 agonist counter-screen; 340,000 tested, 0.61% active; activation, % at 9.3 µM; HTR5A agonist assay, luminescence, cell-based; AID 504692; P47898; in the data active = activation mostly above about 9.5%, no sharp cut-off; inactive = mostly below about 7.6%;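 note: 0% = cells with vehicle only and 100% = reference agonist; strong numbers were not always called active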
Tat transport = blocks Tat-dependent protein export in E. coli | 340,000 tested, 0.036% active | E. coli MC4100 TorA-mCherry Tat export, fluorescence | AID 488895 | inhibition, % at 10 µM;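 active = mean replicate inhibition at least 50% and at least half of replicates individually reaching 50%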;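 note: exported cargo escapes ClpAP degradation while cytoplasmic cargo is degraded and loses fluorescence; 0% = median of neutral control wells and 100% = median of NaSCN control wells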
PKA-R1A activ = activators of PKA-R1A complex; activation, % at 11.4 µM; P00514+P68181; 340,000 tested, 0.083% active; PKA-R1A dissociation, Cy5-IP20 fluorescence polarization; scaled: DMSO 0%, 113 µM cGMP 100%;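 active = percent activation above the mean of all tested compounds plus 3 SD, cut at about 19% in these data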;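 note: higher means more PKAc released from R1A so a rise in polarization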
PKA-R2B activ = PKA-R2B complex activation; 340,000 tested, 0.079% active; PKA-R2B holoenzyme dissociation, Cy5-IP20 fluorescence polarization; R2B truncated from residue 108, S112A mutant; 0% DMSO only, 100% 113 µM cGMP; activation, % at 11.4 µM; AID 504700;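 active = activation above a cutoff set at the mean over all compounds plus 3 SD, cut at about 18% in these data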;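 note: higher means more holoenzyme dissociation and a rise in polarization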
DAGLB inh = diacylglycerol lipase beta (human) inhibition | Q8NCG7 | HEK293T DAGLB membrane lysate, EnzChek fluorogenic substrate | inhibition, % at 5.17 µM | 340,000 tested, 0.059% active | AID 504411; in the data active = inhibition above about 34%;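 note: 0% = enzyme with vehicle and 100% = wells lacking enzyme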
CDK5 p35 inh = blocks human CDK5/p35 kinase activity; 330,000 tested, 0.01% active; Recombinant CDK5/p35, ADP-Glo luminescence, 60 min; inhibition, % at 10 µM; Q00535+Q15078; AID 488839;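 active = highest replicate inhibition of at least 50% and at least 75% of replicates reaching 50%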;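 note: plate controls were DMSO neutral control for no effect and GW8510 at 10 µM for full effect; many of its hits are not listed in these tables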
Target sequence (Q00535 whole entry, looked up): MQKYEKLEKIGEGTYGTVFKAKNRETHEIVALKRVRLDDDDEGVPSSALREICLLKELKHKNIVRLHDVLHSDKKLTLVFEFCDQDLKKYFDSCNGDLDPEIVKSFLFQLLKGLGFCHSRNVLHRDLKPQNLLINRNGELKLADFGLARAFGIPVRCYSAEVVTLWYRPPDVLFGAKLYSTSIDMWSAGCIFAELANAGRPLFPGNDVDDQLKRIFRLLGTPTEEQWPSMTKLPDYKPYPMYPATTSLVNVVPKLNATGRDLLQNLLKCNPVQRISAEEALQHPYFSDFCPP
Target sequence (Q15078 whole entry, looked up): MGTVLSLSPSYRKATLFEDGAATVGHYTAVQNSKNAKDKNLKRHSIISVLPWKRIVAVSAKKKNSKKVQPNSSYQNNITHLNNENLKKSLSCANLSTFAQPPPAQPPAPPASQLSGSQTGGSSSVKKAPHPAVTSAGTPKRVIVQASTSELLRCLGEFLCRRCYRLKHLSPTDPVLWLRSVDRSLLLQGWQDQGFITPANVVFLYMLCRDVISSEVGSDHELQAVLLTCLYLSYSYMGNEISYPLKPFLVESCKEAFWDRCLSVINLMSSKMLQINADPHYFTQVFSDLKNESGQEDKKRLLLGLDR
* marks the source's active call; other numbers are inactive results; nt = not tested or not shown. Hits appear at their usual frequency. About 2.3% of those tested had a hit in this group.

| mol | E coli growth | HTR5A inv ctr | phage Ecoli inh | SUMO Mot1 rescue | AddAB inh | HTR5A ag ctr | Tat transport | PKA-R1A activ | PKA-R2B activ | DAGLB inh | CDK5 p35 inh |
| --- | --- | --- | --- | --- | --- | --- | --- | --- | --- | --- | --- |
| COCCNC(=O)Cn1nc(-c2ccc(Cl)cc2)c2ccccc2c1=O | -1.5 | -19 | 0.4 | -6 | -1.5 | 5 | -9 | 4 | 12 | -1 | 0.4 |
| CCc1c(C)c(C#N)c2nc3ccccc3n2c1NC | -0.8 | 11 | 2.1 | 12 | 1.3 | -3 | 7 | -8 | -10 | 3 | 1.3 |
| CCC(C)N(C(=O)COC(=O)c1cn(CC)c2nc(C)ccc2c1=O)C1CCS(=O)(=O)C1 (stereo not drawn) | 1.4 | -9 | 1.1 | 26 | -0.5 | 2 | -2 | 2 | 8 | -1 | -0.1 |
| CC(=O)N1CC(C)Oc2ccc(S(=O)(=O)NC(CC(=O)O)c3ccc(C)cc3C)cc21 (stereo not drawn) | 0.2 | -4 | 2.8 | 13 | -1.5 | 1 | 17 | -6 | -3 | -2 | 0.1 |
| C/C=C1\COC(C(=O)NCc2ccncc2)(C(F)(F)F)C=C1C=C1CCCCC1 (stereo not drawn) | -1.4 | -6 | 1.0 | 1 | 2.6 | 2 | 0 | -10 | -18 | -1 | -0.9 |
| O=C1CN(c2nc3ccccc3n3cnnc23)CC(=O)N1CCc1ccccc1 | 0.0 | 7 | 3.1 | 5 | -1.1 | -2 | 3 | 2 | -8 | -5 | -4.2 |
| COc1ccc(NS(=O)(=O)c2ccc(Cl)c(N)c2)cc1Br | -1.2 | -19 | 4.5 | 0 | 2.5 | 7 | 1 | -7 | -9 | -4 | -0.8 |
| CCOc1c(Cl)cc(/C=N/NC(N)=S)cc1OC | -0.9 | -4 | 5.0 | -5 | -1.6 | 2 | -2 | 2 | -2 | -1 | 0.4 |
| Cc1ccc(C(=O)NCc2ccco2)cc1S(=O)(=O)Nc1cccc(Cl)c1 | -2.5 | -9 | -0.8 | -2 | 2.1 | 4 | -9 | 1 | 4 | 2 | -1.8 |
| CCOC(=O)N1CCN(S(=O)(=O)c2ccc(OC)c(Cl)c2)CC1 | 3.4 | 1 | 1.3 | -3 | 0.6 | 4 | -2 | 4 | -9 | -1 | 0.3 |
| c1ccc(CN2CCC(Nc3nc(-c4cccnc4)nc4ccccc34)CC2)cc1 | -0.2 | nt | 1.2 | nt | 2.8 | nt | -7 | -6 | -4 | 0 | -0.2 |
| O=C(CSc1ccccn1)N/N=C/c1ccccc1[N+](=O)[O-] | 0.9 | -3 | 1.6 | 7 | 4.2 | 1 | 2 | 2 | 5 | 0 | -0.3 |
| COc1cccc(OCC(O)CN2CCC(CN3C(=O)c4cccc5cccc(c45)C3=O)CC2)c1 (stereo not drawn) | -0.2 | 5 | 4.7 | 2 | 2.5 | -2 | 4 | -7 | -6 | 4 | 1.5 |
| CC(=O)c1c(COC(=O)c2ccc(Cl)cc2)nc2ccccc2[n+]1[O-] | -0.3 | -13 | 0.2 | -13 | 1.3 | 5 | -8 | 4 | 4 | -2 | -0.6 |
| O=C(CN1CCN(Cc2ccc(F)cc2)C1=O)NC1CCCC1 | -1.3 | 7 | 1.4 | 26 | 1.3 | -1 | 7 | -5 | 5 | -2 | -0.6 |
| CCN(CC)Cc1c(C(=O)N/N=C/c2ccc(C)o2)nnn1-c1nonc1N | 0.8 | -4 | 2.5 | 7 | 3.3 | 0 | -1 | -2 | -3 | 0 | -0.4 |
| CCC(=O)N=c1n(C)c2ccccc2n1CCOc1ccccc1 | 0.3 | 12 | 0.8 | 4 | 3.5 | -2 | -13 | 2 | 6 | -1 | 1.3 |
| O=C(Cn1ncc2c(=O)oc3ccccc3c21)N1CCCc2ccccc21 | -0.3 | -5 | 0.4 | 26 | 1.0 | -4 | -2 | 2 | -3 | 2 | 2.7 |
| Cn1c(N)c(C(=O)COC(=O)c2ccccc2NCc2ccco2)c(=O)n(C)c1=O | 2.2 | 4 | 4.2 | 72 | 0.8 | 3 | -9 | 5 | -1 | 1 | -1.5 |
| CC(C)C(C(=O)Nc1ccc2c(c1)OCCO2)N1C(=O)c2ccccc2C1=O (stereo not drawn) | 1.0 | -10 | 2.9 | nt | 2.8 | -1 | -1 | -2 | -7 | -2 | 0.3 |
| Cc1cc(C)c(S(=O)(=O)N2CCOCC2)cc1C | -1.0 | -2 | 2.9 | -10 | 0.2 | 1 | -8 | 1 | -4 | 2 | -1.9 |
| CC(Oc1cccc2ccccc12)C(=O)N/N=C/c1cccnc1 (stereo not drawn) | -0.2 | 3 | 0.1 | -15 | 1.4 | -1 | -1 | -10 | -6 | 1 | nt |
| COc1cc(-c2cc(N)n(S(=O)(=O)c3ccccc3)n2)cc(OC)c1OC | -0.2 | -12 | 2.4 | -4 | 1.4 | 4 | 0 | 0 | -1 | 0 | 0.4 |
| Cc1cc(NC(=O)c2ccc(S(=O)(=O)N3CCOCC3)cc2)no1 | 0.8 | -5 | 3.5 | 4 | 0.0 | -11 | 4 | 0 | -3 | 0 | -1.4 |
| COc1cc2[nH]c(=S)nc(NC3CCCCCC3)c2cc1OC | -1.5 | -10 | 3.6 | 58 | 0.2 | 0 | -3 | -6 | -1 | 2 | 1.9 |
| CCOc1cc2[nH]c(=O)n(CCCN3CCCC3=O)c(=O)c2cc1OCC | -0.5 | -24 | 0.8 | -10 | 2.1 | 2 | 6 | -4 | -10 | 1 | -1.2 |
| Cc1cccc(C(O)(C(=O)NNc2ccc3ccccc3n2)c2cccc(C)c2)c1 | 6.2 | 0 | 7.4 | 25 | 11 | 0 | 0 | -12 | -13 | 4 | 0.2 |
| CC(O)CO (stereo not drawn) | 0.5 | -5 | 1.5 | -14 | 1.5 | 1 | -3 | -3 | 6 | -2 | -0.2 |
| Cc1cc(C)c(S(=O)(=O)N2CCN(C(=O)C(C)Cn3cncn3)CC2)c(C)c1 (stereo not drawn) | 0.4 | -32 | 0.0 | 63 | -0.9 | 11 | 1 | 2 | -6 | 2 | -1.4 |
| COc1cc(C(=O)N/N=C/c2ccsc2C)cc(OC)c1OC | 0.9 | -30 | 2.8 | -19 | 0.3 | 7 | 1 | -13 | 2 | -1 | -0.9 |
| O=C(NNc1nc(N2CCOCC2)nc(N2CCOCC2)n1)c1ccccc1 | nt | 6 | 0.2 | nt | nt | -2 | -2 | 5 | -3 | -2 | -1.7 |
| COc1cc2ccccc2c2c1CCCC2=O | 0.0 | -1 | 2.3 | 8 | 3.2 | 1 | -1 | -12 | -7 | -4 | -1.6 |
| Cc1cccc2sc(NC(=O)C3CSC4(C)CCC(=O)N34)nc12 (stereo not drawn) | -1.4 | 9 | 1.7 | 1 | 0.3 | -4 | 6 | -8 | -1 | 2 | 0.7 |
| COc1ccc(C(CC(=O)O)N2C(=O)CCC2=O)cc1 (stereo not drawn) | -0.8 | 9 | 2.9 | -8 | -0.1 | -2 | -2 | 7 | 4 | -2 | -0.6 |
| O=C(NN1CCCCC1)c1cccc(COc2ccc(Cl)cc2)c1 | 1.8 | -4 | 2.1 | 18 | 1.8 | 2 | -1 | -3 | -7 | 1 | -1.0 |
| NC(=S)NN=C(c1ccc(F)cc1)C1CC1 | nt | -7 | 0.4 | nt | nt | 2 | 2 | -3 | -9 | 0 | 1.4 |
| Nc1nc(Nc2ccccc2)nc(NCc2ccco2)c1[N+](=O)[O-] | 1.0 | 6 | 2.6 | 9 | 2.1 | -1 | -1 | -6 | -3 | -2 | -0.2 |
| CCCCNC(=O)Cn1cnc2c(cnn2-c2ccc(C)c(C)c2)c1=O | -2.8 | -32 | 2.4 | 3 | -2.1 | 4 | 1 | -11 | 4 | 2 | -3.0 |
| c1ccc(C2Nc3ccccc3Oc3ccccc32)cc1 (stereo not drawn) | -0.1 | 3 | 1.6 | 37 | 2.7 | 1 | 9 | 3 | -9 | -8 | -0.7 |
| CCc1cc2c(=O)[nH]c(N3CCCC3)nc2s1 | -0.7 | -7 | 5.1 | -18 | 1.8 | 3 | -4 | -4 | 3 | -2 | -0.3 |
| COc1cccc(CNc2ncc(-c3ccccc3)n2C)c1 | -1.6 | 5 | 0.7 | 5 | 0.5 | -1 | -5 | -14 | -5 | -2 | -3.4 |
| CC(C)(C)S(=O)(=O)N1Cc2cc(=O)n(Cc3ccccc3)c(CCO)c2[C@@H]1CCO | nt | -27 | 0.9 | nt | nt | 8 | 3 | -3 | -3 | -2 | 12 |
| CCc1ccc(CNC(=O)CCS(=O)(=O)Cc2ccc(C)cc2)cc1 | -1.4 | -21 | 4.7 | -7 | 1.0 | 6 | -4 | -2 | 0 | -2 | 0.9 |
| Cc1c(/C(O)=C2/C(=O)C(=O)N(Cc3cccnc3)C2c2cccs2)cnn1-c1ccccc1 (stereo not drawn) | -0.4 | -30 | -0.1 | 278 | -1.6 | 2 | 3 | 1 | -2 | -1 | -1.3 |
| CCCCC(=O)Nc1ccc(S(=O)(=O)N2CCCCC2c2cccnc2)cc1 (stereo not drawn) | 0.2 | 12 | 1.7 | -8 | -1.1 | -3 | 5 | 6 | 3 | -3 | -2.5 |
| CC(C)N(Cc1ccccc1)C(=O)CC(=O)N(Cc1ccccc1)C(C)C | 2.3 | 13 | 0.5 | 66 | 2.4 | -5 | 0 | 0 | 6 | -2 | 0.8 |
| O=C(OCc1ccc(Cl)cc1)c1cccnc1Cl | -0.7 | -10 | 1.9 | -7 | 2.7 | 2 | 0 | 8 | -13 | -4 | 3.2 |
| NC(=O)COC(=O)CSc1cccc2cccc(Cl)c12 | 0.3 | -10 | 0.5 | -6 | 0.9 | 4 | -2 | -2 | 4 | 1 | 1.4 |
| Cc1ccc(S(=O)(=O)CCC(=O)Nc2ccc3c(c2)OCO3)cc1 | -3.5 | 19 | 0.3 | -9 | -1.1 | 2 | -6 | -17 | -8 | 3 | 1.3 |
| O=C(O)CCNc1cc2ccccc2cc1C(=O)O | -1.9 | 0 | 0.6 | 1 | 0.9 | -2 | -4 | 4 | -12 | -2 | -1.8 |
| O=C(Nc1ccc(Cl)cc1)N1CCc2ccccc2C1 | 3.9 | 10 | 6.6 | 82 | 4.3 | -4 | 3 | -1 | -9 | -4 | -1.8 |
| O=C(CN1C(=O)C2CC=CCC2C1=O)Nc1ccc(OC(F)(F)F)cc1 (stereo not drawn) | -0.2 | 8 | 2.4 | nt | 1.3 | 4 | 1 | -13 | -5 | 0 | -0.2 |
| Cc1cc(C)n2nc(SCC(=O)N3CCCC(C)C3)nc2n1 (stereo not drawn) | 0.3 | -13 | -1.0 | 2 | 1.1 | 3 | 2 | -15 | -6 | 2 | 0.5 |
| C/C=C/c1ccc(OCC(=O)Nc2cc(C(F)(F)F)ccc2N2CCOCC2)c(OC)c1 | 0.1 | -18 | 1.3 | -9 | -2.8 | 5 | -2 | 0 | -8 | -2 | -0.4 |
| CCCOc1ccc(Cl)cc1CNc1ccccc1 | -2.3 | -3 | 3.2 | 217 | 0.0 | 3 | -5 | 6 | 2 | -9 | -0.5 |

Source: PubChem
